mcGAS RapidFire: mouse cGAS inhibition by mass spec; Q8C6L5; recombinant mouse cGAS, cGAMP by RapidFire MS; inhibition, % at 12.5 µM; actives 0.18% (n = 130,000); AID 1259397;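 active = inhibition of cGAS enzyme activity at or above 60%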;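 note: enzyme stimulated by 45 bp dsDNA with ATP and GTP substrates; cGAMP share of summed cGAMP plus half ATP and half GTP signals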
Target sequence (Q8C6L5 whole entry, looked up): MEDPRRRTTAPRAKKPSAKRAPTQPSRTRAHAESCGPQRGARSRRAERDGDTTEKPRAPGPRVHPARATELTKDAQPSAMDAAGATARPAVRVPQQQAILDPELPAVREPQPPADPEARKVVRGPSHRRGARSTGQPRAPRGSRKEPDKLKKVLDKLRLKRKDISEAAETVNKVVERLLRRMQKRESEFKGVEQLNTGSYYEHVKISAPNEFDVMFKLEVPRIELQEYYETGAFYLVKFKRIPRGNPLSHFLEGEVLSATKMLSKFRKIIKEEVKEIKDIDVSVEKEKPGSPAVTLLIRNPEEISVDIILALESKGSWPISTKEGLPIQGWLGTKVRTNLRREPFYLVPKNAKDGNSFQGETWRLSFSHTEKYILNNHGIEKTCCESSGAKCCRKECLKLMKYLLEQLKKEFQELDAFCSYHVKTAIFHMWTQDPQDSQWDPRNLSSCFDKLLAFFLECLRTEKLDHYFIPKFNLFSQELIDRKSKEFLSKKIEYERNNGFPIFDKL
Numbers without * were called inactive; & = joins results of further samples.

Results for O=C(Nc1cccs1)N1CCn2cccc2C1c1cccnc1 (stereo unspecified) ?
mcGAS RapidFire: -6

Results for NC(=O)c1ccc(OC2CCN(c3ccc(Cl)cc3)C2=O)cc1 (stereo unspecified) ?
mcGAS RapidFire: 6

How did N#Cc1ccc(C#N)c(-c2ccccc2)c1 do in these assays?
mcGAS RapidFire: -9

What do the screens show for `Cc1ccc(NC(=O)CSc2ccccc2C(=O)N2CCN(C(=O)C3CC3)CC2)cc1`?
mcGAS RapidFire: -14

Results for CCn1nnnc1NCc1ccc(OCc2ccc(C)cc2)cc1 ?
mcGAS RapidFire: -11

Results for COc1ccc(C2CC(C(F)(F)F)n3nc(C(=O)NCCc4c[nH]c5ccccc45)cc3N2)cc1 (stereo unspecified) ?
mcGAS RapidFire: -4

How did CC(=O)CSc1cccnc1C(=O)O do in these assays?
mcGAS RapidFire: -4

What do the screens show for `OCCCN(CCn1cccn1)C1CCc2ccccc21` (stereo unspecified)?
mcGAS RapidFire: 8

What do the screens show for `Cc1cccc(COCC2CN(C(=O)COCc3ccccc3)CCO2)c1` (stereo unspecified)?
mcGAS RapidFire: -3

What do the screens show for `O=C1OC2C3CCC(C1[C@H]3CO)[C@H]2I` (stereo partly specified)?
mcGAS RapidFire: -5

How did CNC(=O)Cc1noc(-c2sccc2C#N)n1 do in these assays?
mcGAS RapidFire: -10

Results for CCCCOC(=O)C1=C(C)N(C)C(=O)NC1c1ccc(Cl)cc1 (stereo unspecified) ?
mcGAS RapidFire: -4

Results for CCCC12CN3CC(C)(CN(C1)C31CCCCC1)C2=O ?
mcGAS RapidFire: -31

Results for Cc1sc2c(c1C(=O)O)Nc1cc(Br)ccc1S2 ?
mcGAS RapidFire: 33

Results for Cc1cc(C)c2c(c1)-c1cc(C)nn1C(c1ccc(O)cc1O)N2 (stereo unspecified) ?
mcGAS RapidFire: -1

What do the screens show for `CCCn1c(Sc2ccccc2)nc2c1c(=O)[nH]c(=O)n2C`?
mcGAS RapidFire: -3

Results for CN(CCOc1ccccc1)C(=O)c1c[nH]c(=O)[nH]c1=O ?
mcGAS RapidFire: 3

How did Cc1csc2nc(CSc3nnc(-c4ccco4)o3)cc(=O)n12 do in these assays?
mcGAS RapidFire: -5

How did c1ccc(CC2CN(Cc3ccccc3)CCN2)cc1 (stereo unspecified) do in these assays?
mcGAS RapidFire: -4

What do the screens show for `O=C(CN1CSCC1=O)Nc1n[nH]c(-c2ccc3c(c2)CCC3)n1`?
mcGAS RapidFire: -10

How did NC(N)=NCc1cccc(I)c1 do in these assays?
mcGAS RapidFire: 6

Results for Clc1ccccc1-c1nnc(-c2ccc3c(c2)OCO3)o1 ?
mcGAS RapidFire: -26

How did Nc1nc(C2CCCCC2)cs1 do in these assays?
mcGAS RapidFire: -7

What do the screens show for `COC(=O)c1ccccc1C=C1N=C(c2ccccc2OC)OC1=O`?
mcGAS RapidFire: -4

Looked up by compound from above:
What do the screens show for `COC(=O)c1ccccc1C=C1N=C(c2ccccc2OC)OC1=O`?
mcGAS RapidFire: -4

Results for Cc1cc(C)c2c(c1)-c1cc(C)nn1C(c1ccc(O)cc1O)N2 (stereo unspecified) ?
mcGAS RapidFire: -1

Results for Cc1sc2c(c1C(=O)O)Nc1cc(Br)ccc1S2 ?
mcGAS RapidFire: 33

How did Nc1nc(C2CCCCC2)cs1 do in these assays?
mcGAS RapidFire: -7

Additional results:
What do the screens show for `CN(C)C(=O)c1cc(CCc2ccccc2)ccc1O`?
mcGAS RapidFire: 4

What do the screens show for `Cc1ccccc1-n1ncc(C(C)NC(=O)C2CCN(C(=O)N(C)C)CC2)c1C` (stereo unspecified)?
mcGAS RapidFire: 3

How did Cc1ccc(N=C2SC(C(=O)Nc3cccc(Cl)c3)CC(=O)N2C)cc1C (stereo unspecified) do in these assays?
mcGAS RapidFire: -8

How did COc1ccccc1CN(Cc1cccc(C)c1)C(=O)CC1CCC(=O)N1 (stereo unspecified) do in these assays?
mcGAS RapidFire: 10

What do the screens show for `O=C(CN1C(=O)CCC1=O)NCc1cc(-c2ccc3c(c2)OCCO3)on1`?
mcGAS RapidFire: 0

What do the screens show for `CC(C)C(=O)Nc1c(-c2ccc3c(c2)OCO3)c(=O)c2ccccc2n1C`?
mcGAS RapidFire: -5

Results for O=C(CCc1nnc(-c2ccc3c(c2)OCO3)o1)NCc1ccsc1 ?
mcGAS RapidFire: 7

Results for CC(NC(=O)Nc1ccccc1)C(=O)OC(C)C(=O)N1C(C)CCCC1C (stereo unspecified) ?
mcGAS RapidFire: 3

What do the screens show for `COc1ccc(N2C(=O)CSC2c2cccnc2)cc1Cl` (stereo unspecified)?
mcGAS RapidFire: -10

Results for Cn1nnc2c(N3CCN(C(=O)CC(C)(C)C)CC3)ncnc21 ?
mcGAS RapidFire: -4

How did c1ccc2c(c1)CCCC2C1=NCCN1 (stereo unspecified) do in these assays?
mcGAS RapidFire: -15&-3&-2

How did Cc1ccccc1-c1cnc(C(O)c2ccc(-c3ccccc3)cc2)[nH]1 (stereo unspecified) do in these assays?
mcGAS RapidFire: -5

What do the screens show for `CC(C)(CN1CCOCC1)CN1CC[C@@H](N2CCN(c3ccccc3F)CC2)[C@H](O)C1`?
mcGAS RapidFire: -8

How did COc1cc(CN2C(=O)C(C)(C)ON=C2c2ccc3c(c2)OCO3)cc(OC)c1 do in these assays?
mcGAS RapidFire: 14

What do the screens show for `CCC(CC)(CC(=O)Nc1ccccc1CO)C(=O)O`?
mcGAS RapidFire: 5

Results for CON(C)S(=O)(=O)c1ccc(NS(=O)(=O)c2cc(Cl)cc(Cl)c2)cc1 ?
mcGAS RapidFire: 8

Results for Cc1ccc(Cl)cc1NC(=O)CCc1cccnc1 ?
mcGAS RapidFire: -4

What do the screens show for `CCNC(=O)C1CCN(C(=O)c2coc(COc3ccc4ncccc4c3)n2)C1` (stereo unspecified)?
mcGAS RapidFire: -15

Results for O=C(/C=C/C=C/c1ccc2c(c1)OCO2)N1CCCCC1 ?
mcGAS RapidFire: -2&3

What do the screens show for `C[C@@H]1CC2C3CCC4=CC(=O)C=C[C@]4(C)[C@@]3(F)[C@@H](O)C[C@]2(C)[C@H]1C(=O)CO` (stereo partly specified)?
mcGAS RapidFire: -4

How did CC1C(=O)N2CCCc3cc(NC(=O)c4cc(Cl)ccc4Cl)cc1c32 (stereo unspecified) do in these assays?
mcGAS RapidFire: -5

How did O=S(=O)(C1=Cc2ccccc2CC1)N1CCC(c2nc3ccccc3s2)CC1 do in these assays?
mcGAS RapidFire: -11

How did COc1cc(-c2c(-c3ccccc3)ncn2CC(N)=O)c(OC)cc1SC do in these assays?
mcGAS RapidFire: -7

How did O=C1C=C(NCc2ccco2)CCC1 do in these assays?
mcGAS RapidFire: 1

How did COc1ccc(CCN(C)C(=O)CC2Cc3ccccc3C2)cc1OC do in these assays?
mcGAS RapidFire: -3

Results for Cc1nnc2ccc(C(=O)N(C3CC3)C(C)c3ccccc3F)cn12 (stereo unspecified) ?
mcGAS RapidFire: -10

What do the screens show for `COc1ccc(OCC(=O)Nc2cc(-c3cccs3)nn2-c2nc(C)cc(=O)[nH]2)cc1`?
mcGAS RapidFire: 2

Results for Cc1cc(C)cc(-c2nnc(SCc3nc(-c4ccsc4)no3)o2)c1 ?
mcGAS RapidFire: -2

How did c1ccc2sc(-c3cncc(CN4CCCC4)c3)cc2c1 do in these assays?
mcGAS RapidFire: -10

How did O=C(COc1ccc(Cl)cc1)N1CCCC(OCc2cccc(C(F)(F)F)c2)C1 (stereo unspecified) do in these assays?
mcGAS RapidFire: 0

Results for CC(NC(=O)C(C)S(C)(=O)=O)c1ccc(-c2cccnc2)cc1 (stereo unspecified) ?
mcGAS RapidFire: -9

Results for N#Cc1ccnc(N2CCN(C(=O)NCC(F)(F)F)CC2)c1 ?
mcGAS RapidFire: -3

Results for Cn1nnc2c(N3CCN(c4cccc(Cl)c4)CC3)ncnc21 ?
mcGAS RapidFire: -12

Results for Cc1ccc(CN2CCC(CNC(=O)CNC(N)=O)C2)c(C)c1F (stereo unspecified) ?
mcGAS RapidFire: -13

How did Cc1cc(C(=O)N(C)C2Cc3ccccc3C2)c(NC(=O)C(C)(C)C)s1 do in these assays?
mcGAS RapidFire: -2

Results for Cc1ccc(-c2noc(COc3cc(C)ccc3C)n2)cc1 ?
mcGAS RapidFire: -9

Entries shown so far that have a tert-butyl group:
Results for Cn1nnc2c(N3CCN(C(=O)CC(C)(C)C)CC3)ncnc21 ?
mcGAS RapidFire: -4

How did Cc1cc(C(=O)N(C)C2Cc3ccccc3C2)c(NC(=O)C(C)(C)C)s1 do in these assays?
mcGAS RapidFire: -2

Additional structures follow:
Results for CCOC(=O)c1nn(-c2ccccc2C)c(=O)cc1N1CCN(c2ccc(OC)cc2)CC1 ?
mcGAS RapidFire: -10

How did Clc1ccc(C2(NCc3nnnn3-c3ccccc3)CC2)cc1Cl do in these assays?
mcGAS RapidFire: -2

What do the screens show for `Cc1cc(I)ccc1NC(=O)CSC(=O)c1ccccc1`?
mcGAS RapidFire: 11

What do the screens show for `Cn1cnn(CN2CCCC2COc2ccccc2)c1=S` (stereo unspecified)?
mcGAS RapidFire: -1

What do the screens show for `CCn1c(=O)n(C2=C(CO)CN(CC3CCCCCCC3)CC2)c2ccccc21`?
mcGAS RapidFire: 13

Results for O=C(c1ccccc1)N1CCC(NCc2ccc3sccc3c2)CC1 ?
mcGAS RapidFire: -19

What do the screens show for `CN1C(=O)C2N=C(Sc3n[nH]c(N)n3)N(C)C2N(C)C1=O` (stereo unspecified)?
mcGAS RapidFire: -2

How did C#CCO[C@@H]1C=C[C@H](OC(C)=O)[C@@H](COC(C)=O)O1 do in these assays?
mcGAS RapidFire: -6

How did CCN(c1cc(C)cc(C)c1)S(=O)(=O)c1cccc(S(N)(=O)=O)c1 do in these assays?
mcGAS RapidFire: -4

What do the screens show for `CCONC(=O)c1ccc(CNS(=O)(=O)c2ccc(C)c(C)c2)cc1`?
mcGAS RapidFire: -5

Results for CN1CC2(CCN(C(=O)CCc3cccnc3)C2)OC1=O (stereo unspecified) ?
mcGAS RapidFire: -12

How did O=C(CCN1C(=O)c2ccccc2C1=O)Nc1ccc2c(c1)OCCO2 do in these assays?
mcGAS RapidFire: -1

Results for O=C1NCCN2CCN(C(=O)c3csc(Cc4ccccc4)n3)CC12 (stereo unspecified) ?
mcGAS RapidFire: 11

How did CN(C(=O)c1cccc(NCC(=O)O)c1)C(C1CC1)C1CC1 do in these assays?
mcGAS RapidFire: -6

How did CC(OCc1ccccc1)C(=O)NC1CCN(C(=O)c2ccccc2F)CC1 (stereo unspecified) do in these assays?
mcGAS RapidFire: -1

What do the screens show for `O=C(NC(c1ccccc1)C(Cl)(Cl)Cl)Oc1ccccc1` (stereo unspecified)?
mcGAS RapidFire: -3

What do the screens show for `COCCn1c(=S)[nH]c2sc3c(c2c1=O)CCCC3`?
mcGAS RapidFire: -4

What do the screens show for `CCn1c(SCc2cc(=O)n3cc(Br)ccc3n2)nc2ccsc2c1=O`?
mcGAS RapidFire: -1

Results for O=C(O)C1CCN(c2nc(Cc3ccc(Cl)cc3)ns2)CC1 ?
mcGAS RapidFire: -1

Results for Cn1c2c(c(=O)n(C)c1=O)C(c1ccc(Br)cc1)C1=C(N2)c2ccccc2C1=O (stereo unspecified) ?
mcGAS RapidFire: 55

What do the screens show for `CCN1CCCC(NC(=O)NCCCc2ccc(OC)cc2)C1` (stereo unspecified)?
mcGAS RapidFire: -2

Results for O=C(NCc1cccs1)c1cc(COc2ccc3c(c2)OCO3)[nH]n1 ?
mcGAS RapidFire: -2

Results for N#CC(C#N)c1nc2ccccc2nc1-[n+]1cccc(NC(=O)c2ccc(Br)o2)c1 ?
mcGAS RapidFire: -2

Results for CN(CCn1ccc2ccccc21)C(=O)CN1CCOC1=O ?
mcGAS RapidFire: -18

Molecules shown so far that contain a CF3 group (3):
Results for COc1ccc(C2CC(C(F)(F)F)n3nc(C(=O)NCCc4c[nH]c5ccccc45)cc3N2)cc1 (stereo unspecified) ?
mcGAS RapidFire: -4

How did O=C(COc1ccc(Cl)cc1)N1CCCC(OCc2cccc(C(F)(F)F)c2)C1 (stereo unspecified) do in these assays?
mcGAS RapidFire: 0

Results for N#Cc1ccnc(N2CCN(C(=O)NCC(F)(F)F)CC2)c1 ?
mcGAS RapidFire: -3

Next records follow:
Results for Cc1ccc(C2C3CSCC=C3C(C#N)C(=N)C2(C#N)C#N)cc1 (stereo unspecified) ?
mcGAS RapidFire: -6

Results for CC(C)O[C@H]1CN(C(=O)c2cccc(CC3CCNCC3)c2)C[C@@H]1O ?
mcGAS RapidFire: 10

How did CC(CCc1ccco1)NC(=O)c1ccccc1N1CCOCC1 (stereo unspecified) do in these assays?
mcGAS RapidFire: -14

Results for Cc1ccc(S(=O)(=O)N2CCN(C(=O)c3ccoc3C)CC2)c(C)c1 ?
mcGAS RapidFire: -2

Results for CN(C)CC1COCCN(Cc2c(-c3ccccc3)nc3ncccn23)C1 (stereo unspecified) ?
mcGAS RapidFire: 11

What do the screens show for `Cc1nc2c(O)cccc2c(=O)[nH]1`?
mcGAS RapidFire: 0

What do the screens show for `CCN(CC(=O)Nc1ccc(NC(C)=O)cc1)Cc1cccc(F)c1F`?
mcGAS RapidFire: 2

How did COc1cccc(-c2nccn2CCc2ccco2)c1OC do in these assays?
mcGAS RapidFire: 9

How did CC(C)C(=O)N1CCC(C(=O)Nc2ccc(Br)cc2C(F)(F)F)CC1 do in these assays?
mcGAS RapidFire: -14

How did NC(=O)Nc1ccc(NC(=O)C2C3CC4CC(C3)CC2C4)cc1 (stereo unspecified) do in these assays?
mcGAS RapidFire: -2

What do the screens show for `CCOc1ccc2c(c1)CN(CCCc1nc(C)no1)CC2`?
mcGAS RapidFire: -8

What do the screens show for `CCc1ccc(OCCN(C)C(=O)CC2=CCNCC2)cc1`?
mcGAS RapidFire: -8

How did COc1ccc(Br)cc1-c1nnc2n(CC(C)C)c3c(=O)n(C)c(=O)n(C)c3n12 do in these assays?
mcGAS RapidFire: -10

Results for COc1cccc(N2C(=O)N(Cc3cccc(C#N)c3)c3ccccc3S2(=O)=O)c1 ?
mcGAS RapidFire: -7

What do the screens show for `Cc1ccc(CNC(=O)COc2ccccc2C2SCCS2)cc1`?
mcGAS RapidFire: -3

What do the screens show for `O=C(NC1CCCCCCC1)c1cccc(-n2cnnn2)c1`?
mcGAS RapidFire: -14

What do the screens show for `S=P(N1CC1)(N1CC1)N1CC1`?
mcGAS RapidFire: 17

The list is partial (hit frequency here may not be typical).
